Screening data (PubChem BioAssay)
NS3 helicase inh: blocks Hepatitis C virus NS3 helicase unwinding | NS3 helicase DNA unwinding, Cy5 molecular beacon fluorescence | inhibition, % at 10.9 µM | hit rate 0.56% among 290,000 | AID 1800;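 active = inhibition above the mean of all tested compounds plus 3 SD, set per campaign, cut at about 35% in these data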;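 note: 0% = DMSO wells and 100% = thioflavine S control wells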
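System: Hepatitis C virus NS3 helicase domain fragment enzyme | Reagent: Annealed dual-labelled DNA beacon duplex, ATP-started | Compound dosing: 10.9 µM single point, 0.8% DMSO | Incubation: 1 h reaction at 25 °C, ATP-initiated | Technique: Cy5 fluorescence | Evaluation: Percent inhibition from t60/t0 fluorescence ratio | Benchmarks: Low DMSO, high thioflavine S at 110 µM | Replication: Singlicate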
MEKK3 PB1 HTS: raises or lowers MEK5 binding to the human MEKK3 PB1 domain; Q99759; bead-based flow cytometry, Alexa488-MEK5 binding to MEKK3; actives lie on both sides; 0 = blocked by unlabeled MEK5, 100 = vehicle; binding response (% of control), % at 10 µM; hit rate 1.4% among 290,000; AID 1529;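 active = binding response more than 3 SD above or below the average of its plate-row segment, actives on both sides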;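 note: Alexa488 bead fluorescence after subtracting the streptavidin-only scavenger bead signal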
Target sequence (Q99759 whole entry, looked up, the tested form may be a part): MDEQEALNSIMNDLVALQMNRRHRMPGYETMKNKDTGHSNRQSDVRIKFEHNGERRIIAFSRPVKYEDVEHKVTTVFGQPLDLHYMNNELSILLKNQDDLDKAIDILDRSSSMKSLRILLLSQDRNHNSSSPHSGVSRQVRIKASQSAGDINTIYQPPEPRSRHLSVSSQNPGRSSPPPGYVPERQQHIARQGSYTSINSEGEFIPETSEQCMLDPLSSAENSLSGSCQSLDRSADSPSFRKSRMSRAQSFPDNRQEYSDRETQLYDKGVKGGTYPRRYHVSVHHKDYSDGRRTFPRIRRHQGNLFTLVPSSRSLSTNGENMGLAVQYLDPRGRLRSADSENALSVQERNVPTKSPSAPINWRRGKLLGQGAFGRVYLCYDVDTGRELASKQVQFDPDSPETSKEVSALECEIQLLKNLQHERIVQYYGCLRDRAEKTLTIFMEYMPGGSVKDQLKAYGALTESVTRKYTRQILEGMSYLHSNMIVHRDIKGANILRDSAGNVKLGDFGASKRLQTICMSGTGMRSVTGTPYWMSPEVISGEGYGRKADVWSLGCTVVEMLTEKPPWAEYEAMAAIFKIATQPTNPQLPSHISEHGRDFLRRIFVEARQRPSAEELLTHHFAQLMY
UBC9 SUMO inh: SUMOylation inhibition; AID 2006; HTRF SUMOylation assay, SAE1/SAE2 + UBC9, in vitro; hit rate 0.36% among 290,000; inhibition, % at 35 µM; in the data active = inhibition above about 50%, passing the limit was not always enough; note: strong numbers were not always called active
Target sequence (P63279 whole entry, looked up): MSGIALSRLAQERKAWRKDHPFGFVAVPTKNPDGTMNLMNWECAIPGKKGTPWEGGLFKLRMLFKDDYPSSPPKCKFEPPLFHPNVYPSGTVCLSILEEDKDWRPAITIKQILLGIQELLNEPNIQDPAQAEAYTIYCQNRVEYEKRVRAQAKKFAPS
p-CIP stab down: compounds decreasing mouse p/CIP protein stability; Q05BA5; F442A p/CIP-EGFP cells, EGFP fluorescence, 16 h; decrease of EGFP signal, % at 10 µM; hit rate 0.01% among 290,000; AID 1984;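 active = EGFP signal decrease of at least 30% at 10 µM or well 3 SD below plate mean, unless failing retest; inactive = the rest, including hits failing retest or dose response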; note: some compounds called inactive have numbers as strong as hits; many of its hits are not listed in these tables
VIM-2 inhibitor: blocks Pseudomonas aeruginosa VIM-2 metallo-beta-lactamase; purified VIM-2, nitrocefin hydrolysis, epi-absorbance fluorescence; inhibition, % at 5.6 µM; hit rate 0.89% among 290,000;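 active = inhibition above the mean of all tested compounds plus 3 SD, cutoff set per screening run, cut at about 7.5% in these data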;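 note: red hydrolysis product quenches plate fluorescence so inhibitors raise well fluorescence; 0% = enzyme with DMSO and 100% = DMSO without enzyme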
PHOSPHO1 block: inhibitors of human PHOSPHO1 phosphatase; inhibition, % at 13.3 µM; recombinant PHOSPHO1, absorbance phosphatase assay; Q8TCT1; hit rate 1.1% among 290,000; in the data active = inhibition above about 60%
Target sequence (Q8TCT1 whole entry, looked up): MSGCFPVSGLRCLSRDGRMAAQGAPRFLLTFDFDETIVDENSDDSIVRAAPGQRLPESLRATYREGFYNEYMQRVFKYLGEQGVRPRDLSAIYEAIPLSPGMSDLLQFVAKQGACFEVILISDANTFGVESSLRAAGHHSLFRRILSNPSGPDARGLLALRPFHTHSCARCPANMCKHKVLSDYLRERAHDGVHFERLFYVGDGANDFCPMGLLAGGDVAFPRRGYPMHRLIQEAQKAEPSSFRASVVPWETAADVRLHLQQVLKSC
IMP-1 inh: inhibitors of Pseudomonas aeruginosa IMP-1 metallo-beta-lactamase; purified IMP-1, nitrocefin hydrolysis, epi-absorbance fluorescence; inhibition, % at 5.6 µM; hit rate 0.45% among 290,000;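 active = inhibition above the mean plus 3 SD of all compounds in the same screening run, cut at about 4.5% in these data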;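 note: 0% = IMP-1 with DMSO and 100% = DMSO wells lacking enzyme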
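system = purified recombinant IMP-1 beta-lactamase | amount = 0.2 nM IMP-1, as dispensed | medium = HEPES buffer pH 7.1 with ZnSO4 and Brij 35 | times = 25 °C, 15 min preincubation, 25 min reaction | detection = plate fluorescence quenching by hydrolysis product, ex 480/em 530 nm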
FID counter: fluorescent intercalator displacement, NS3 helicase counter-screen; DNA fluorescent intercalator displacement, fluorescence; inhibition, % at 7.9 µM; AID 1845; hit rate 0.17% among 290,000; in the data active = inhibition above about 37%;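 note: 0% = vehicle and 100% = reference compound; higher means more ethidium bromide displaced from hairpin DNA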
IDE cell activ: boosts human insulin-degrading enzyme activity in HEK cells. P14735. FAbeta-B cleavage, fluorescence polarization; 0% vehicle, 100% cell-free pure enzyme wells. AID 493087. hit rate 0.073% among 340,000. activation, % at 5.96 µM;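 active = activation above the mean of all tested compounds plus 3 SD, set per screening campaign, cut at about 17% in these data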
* hit, by the source's call; . = no result given.

SMILES | NS3 helicase inh | MEKK3 PB1 HTS | UBC9 SUMO inh | p-CIP stab down | VIM-2 inhibitor | PHOSPHO1 block | IMP-1 inh | FID counter | IDE cell activ
COc1ccccc1C(=O)NCCNc1nc2cc(C)cc(C)c2cc1C#N | -4 | 103 | 8 | 7 | 3.2 | -7 | 1.2 | 1 | -5
O=C(NCc1cccnc1)/C(=C\c1ccc(-c2ccc(Br)cc2)o1)S(=O)(=O)c1ccccc1 | -12 | 108 | -42 | 2 | -3.1 | -22 | -2.9 | -21 | 2
O=C(CCCn1c(=S)[nH]c2cc3c(cc2c1=O)OCO3)NCCc1ccccc1Cl | -8 | 100 | 11 | 0 | -4.2 | 2 | -0.7 | -37 | 1
Cc1ccc2c(c1)C(c1ccc([N+](=O)[O-])cc1)=NNC(c1ccc(Br)cc1)=N2 | -6 | 106 | 0 | 9 | -3.9 | -4 | -4.6 | -3 | 0
O=C(NCc1ccco1)c1ccc(Cl)nc1 | 4 | 90 | 25 | -10 | -1.0 | 1 | -2.2 | -1 | 5
O=C(Nc1ccccc1)OC1C2CCC1C(N1CCCCC1)CC2 (stereo not given) | 3 | 107 | 13 | -4 | -3.4 | 25 | -1.7 | 6 | 0
CC(C)CCn1c(CN2CCN(c3cccc(Cl)c3)CC2)nc2c1c(=O)n(C)c(=O)n2C | . | 101 | -38 | -2 | . | 40 | . | . | -1
COc1cc(C)c(Cl)cc1S(=O)(=O)NCc1ccco1 | -1 | 101 | 7 | 4 | -4.8 | -2 | -9.0 | -3 | 4
O=C(NC1CC1)C1=C[C@H](C2CCCCC2)C[C@H](OCCCCO)O1 | . | 94 | 6 | -6 | . | 35 | . | . | 4
CCn1c(NCc2cccc(OC)c2OC)nc2ccccc21 | -4 | 100 | -23 | 12 | -0.8 | -4 | -2.5 | 2 | 0
CCOC(=O)N/N=C/c1cn(Cc2ccc(F)cc2)c2ccccc12 | -4 | 105 | 23 | 1 | -1.3 | 9 | -2.3 | -14 | 5
CCCCNC(=O)c1cn(CC)c2ccc(S(=O)(=O)N3CCCC3)cc2c1=O | 3 | 99 | -10 | 9 | 1.2 | 51 | -0.9 | -2 | 5
O=C(NC1CCCCCC1)c1c2c(nc3ccccc13)CCN(Cc1ccccc1)C2 | -21 | 100 | -6 | 1 | -1.1 | 9 | -0.7 | 2 | -1
CC(C)(C)c1cc(=O)[nH]c(SCc2ccccc2Cl)n1 | 7 | 96 | -1 | 2 | -1.3 | 20 | -2.2 | 1 | 6
O=C(CCc1nc2ccccc2[nH]c1=O)OCc1ccc(S(=O)(=O)N2CCOCC2)cc1 | -2 | 103 | 9 | 0 | 1.2 | 35 | -5.3 | -15 | 2
CCOc1c2ccc(C(=O)NCc3cc(C(F)(F)F)cc(C(F)(F)F)c3)cc2nn1CCOC | -8 | 96 | 15 | -6 | -2.4 | 24 | -2.4 | -17 | 0
S=C(NCc1cccnc1)Nc1ccc(Cl)c(Cl)c1 | 3 | 103 | 22 | -10 | -8.9 | 37 | -1.6 | 5 | 6
C=Cc1ccc(CSc2cc(C)nc3nc(C)nn23)cc1 | -5 | 102 | 2 | -2 | -0.3 | 32 | -3.6 | -20 | -4
CCOC(=O)c1ccc(NC(=O)C2CCCN(S(=O)(=O)c3ccc(F)cc3)C2)cc1 (stereo not given) | -8 | 94 | 17 | -2 | -4.9 | 11 | -0.5 | -20 | 3
COc1ccc(NC(=O)CCSCCC(=O)Nc2ccc(OC)cc2OC)c(OC)c1 | 5 | 137* | -1 | -13 | -2.8 | -5 | -3.5 | -18 | -2
COc1ccc(CCNC(=O)c2cn3ccc(C)cc3n2)cc1OC | 11 | 98 | 6 | 2 | -4.9 | 28 | -3.7 | -24 | 0
O=C(CC1SCCNC1=O)Nc1ccc(Cl)c(Cl)c1 (stereo not given) | -7 | 116 | -7 | -2 | -4.8 | 24 | -3.4 | -1 | 0
CCCn1c(N)c(N(CCOC)C(=O)c2ccc([N+](=O)[O-])cc2Cl)c(=O)[nH]c1=O | -7 | 104 | 19 | -3 | -3.9 | 23 | -1.6 | -2 | 3
CCC(C)(C)NC(=O)C(c1ccc(C)o1)N(Cc1cccs1)C(=O)Cn1nnc2ccccc21 (stereo not given) | 10 | 94 | 29 | -12 | -3.9 | -16 | 10.0* | -22 | 0
COC(=O)c1ccc(Nc2nc3ccc(C)cc3n3cnnc23)cc1 | 25 | 105 | 22 | -14 | -1.3 | 23 | -1.3 | -13 | 1

Already shown: an excerpt of the list.
SMILES | NS3 helicase inh | MEKK3 PB1 HTS | UBC9 SUMO inh | p-CIP stab down | VIM-2 inhibitor | PHOSPHO1 block | IMP-1 inh | FID counter | IDE cell activ
COc1ccccc1C(=O)NCCNc1nc2cc(C)cc(C)c2cc1C#N | -4 | 103 | 8 | 7 | 3.2 | -7 | 1.2 | 1 | -5
O=C(NCc1cccnc1)/C(=C\c1ccc(-c2ccc(Br)cc2)o1)S(=O)(=O)c1ccccc1 | -12 | 108 | -42 | 2 | -3.1 | -22 | -2.9 | -21 | 2
O=C(CCCn1c(=S)[nH]c2cc3c(cc2c1=O)OCO3)NCCc1ccccc1Cl | -8 | 100 | 11 | 0 | -4.2 | 2 | -0.7 | -37 | 1
Cc1ccc2c(c1)C(c1ccc([N+](=O)[O-])cc1)=NNC(c1ccc(Br)cc1)=N2 | -6 | 106 | 0 | 9 | -3.9 | -4 | -4.6 | -3 | 0
O=C(NCc1ccco1)c1ccc(Cl)nc1 | 4 | 90 | 25 | -10 | -1.0 | 1 | -2.2 | -1 | 5
O=C(Nc1ccccc1)OC1C2CCC1C(N1CCCCC1)CC2 (stereo not given) | 3 | 107 | 13 | -4 | -3.4 | 25 | -1.7 | 6 | 0
CC(C)CCn1c(CN2CCN(c3cccc(Cl)c3)CC2)nc2c1c(=O)n(C)c(=O)n2C | . | 101 | -38 | -2 | . | 40 | . | . | -1

Later entries:
SMILES | NS3 helicase inh | MEKK3 PB1 HTS | UBC9 SUMO inh | p-CIP stab down | VIM-2 inhibitor | PHOSPHO1 block | IMP-1 inh | FID counter | IDE cell activ
C=CCNc1nc(N)c(C(=O)c2ccc3c(c2)OCO3)s1 | -4 | 95 | 15 | 2 | -2.9 | 16 | -2.3 | -1 | 0
CCOCc1nnc(NC(=O)C2CC(=O)N(CCc3ccc(F)cc3)C2)s1 (stereo not given) | -2 | 104 | 4 | -7 | -2.4 | 37 | -3.3 | -26 | 5
COc1ccc(OC)c(S(=O)(=O)N2CCC(C(=O)N(C)Cc3ccccc3)CC2)c1 | -18 | 106 | -10 | -12 | -0.1 | 37 | -2.1 | -38 | 6
CCc1nc(C)cn1S(=O)(=O)c1cc(OC)c(C)cc1C | -5 | 107 | -4 | -1 | -2.0 | -6 | -3.2 | -3 | 4
COc1ccccc1CNC(=O)CNC(=O)[C@@H]1Cc2ccccc2CN1 | 0 | 104 | -7 | 6 | -3.4 | 60 | -1.6 | 1 | 3
NC(=O)c1ccccc1NC(=O)c1ccccc1S(=O)(=O)c1ccccc1[N+](=O)[O-] | 19 | 97 | -2 | 5 | 0.2 | -10 | -1.3 | -16 | -1
CCCc1cc(C(=O)Nc2cccnc2Cl)no1 | 8 | 100 | -24 | -22 | -1.6 | -3 | -2.2 | 2 | 1
Cc1ccc(C(=O)NCC(=O)OC(C)C(=O)NCCC2=CCCCC2)cc1C (stereo not given) | -14 | 96 | -4 | -2 | 2.5 | -6 | 0.8 | -33 | 3
COc1ccc(OC)c(NC(=S)Nc2ccccc2)c1 | 2 | 106 | 0 | 7 | -0.8 | 40 | -1.6 | -1 | -2
CCCNC(=O)NC(=O)COC(=O)c1ccc(OC)c(S(=O)(=O)N2CCCc3ccccc32)c1 | -6 | 105 | 6 | -3 | -3.1 | 1 | -3.8 | -15 | -5
COc1ccccc1CNS(=O)(=O)c1ccc2c(c1)oc(=O)n2C | . | 107 | 3 | -13 | . | -3 | . | . | -1
COc1cc(C2C(C(=O)C(C)(C)C)=C(O)C(=O)N2Cc2ccccc2)ccc1O (stereo not given) | 17 | 96 | 7 | -3 | -2.3 | 29 | -2.1 | -17 | 3
Cc1ccccc1NC(=O)COC(=O)c1ccc(CSc2ccc(Cl)cc2)cc1 | 10 | 99 | -16 | -9 | 0.5 | -5 | -1.6 | -4 | 5
COc1cccc(NC(=O)CN2CCN(S(=O)(=O)c3ccc(F)cc3)CC2)c1 | 1 | 101 | 11 | -24 | -3.7 | -6 | -3.0 | -20 | 5
Oc1ccc(Br)cc1-c1cc(-c2ccccc2F)[nH]n1 | -6 | 101 | -4 | -4 | -2.5 | -21 | -4.1 | 7 | 6
Cc1c(C)n(Cc2ccccc2)c2ncnc(NCCCO)c12 | 1 | 98 | -1 | 2 | -3.8 | . | -3.7 | -1 | 4
O=S(=O)(c1ccccc1)c1nc(-c2cccs2)oc1NCC1CCCO1 (stereo not given) | -7 | 104 | 10 | -18 | 1.4 | 25 | -3.2 | -20 | 10
CC(=O)c1cccc(NC(=O)c2ccc(Br)o2)c1 | 1 | 96 | -2 | -3 | -0.9 | -10 | -0.9 | 1 | 3
CC(Sc1nnc2ccccn12)C(=O)Nc1ncc(Cl)cc1Cl (stereo not given) | 3 | . | 24 | -4 | -1.2 | 15 | -2.5 | -2 | 10
COc1cc(NC(=O)c2cc3c(CO)cnc(C)c3oc2=Nc2cccc(C(N)=O)c2)cc(OC)c1 | 8 | 104 | -7 | -16 | -2.0 | 47 | -2.8 | -12 | 4
CCN(CC)S(=O)(=O)c1ccc(S(=O)(=O)N2CCCC2)cc1 | 4 | 113 | 2 | -5 | -3.2 | 1 | -2.4 | -13 | 5
Cc1cccc(-c2nc3ccccc3c(=O)n2NC(=S)N(C)C)c1 | 39* | 102 | -4 | 5 | -4.2 | -2 | -1.9 | -7 | -3

Entries of single compounds as entered above:
COc1cc(C2C(C(=O)C(C)(C)C)=C(O)C(=O)N2Cc2ccccc2)ccc1O (stereo not given) across the screens: NS3 helicase inh = 17; MEKK3 PB1 HTS = 96; UBC9 SUMO inh = 7; p-CIP stab down = -3; VIM-2 inhibitor = -2.3; PHOSPHO1 block = 29; IMP-1 inh = -2.1; FID counter = -17; IDE cell activ = 3
CC(=O)c1cccc(NC(=O)c2ccc(Br)o2)c1 across the screens: NS3 helicase inh = 1; MEKK3 PB1 HTS = 96; UBC9 SUMO inh = -2; p-CIP stab down = -3; VIM-2 inhibitor = -0.9; PHOSPHO1 block = -10; IMP-1 inh = -0.9; FID counter = 1; IDE cell activ = 3

Some of the compounds tested; rates above refer to the full screens.
